# Screening data as filed in PubChem.
# RTF Ca sens act – cardiac RTF calcium sensitization; IANBD-labeled TnC RTF fluorescence at EC20 calcium; 0% EC20 calcium, 100% full calcium; activation, % at 7.2 µM; 340,000 compounds, 0.24% hits; AID 493008;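 active = activation above the mean over all tested compounds plus 3 SD, cut at about 30% in these data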;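 also: rise in fluorescence read as greater calcium sensitivity of cardiac thin filaments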
# HTR5A ag ctr – HTR5A agonism, opioid heterodimer counter-screen; P47898; HTR5A agonist assay, luminescence, cell-based; activation, % at 9.3 µM; 340,000 compounds, 0.61% hits; in the data active = activation mostly above about 9.5%, no sharp cut-off; inactive = mostly below about 7.6%;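 also: 0% = cells with vehicle only and 100% = reference agonist; strong numbers were not always called active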
# Target sequence (P47898 whole entry, looked up): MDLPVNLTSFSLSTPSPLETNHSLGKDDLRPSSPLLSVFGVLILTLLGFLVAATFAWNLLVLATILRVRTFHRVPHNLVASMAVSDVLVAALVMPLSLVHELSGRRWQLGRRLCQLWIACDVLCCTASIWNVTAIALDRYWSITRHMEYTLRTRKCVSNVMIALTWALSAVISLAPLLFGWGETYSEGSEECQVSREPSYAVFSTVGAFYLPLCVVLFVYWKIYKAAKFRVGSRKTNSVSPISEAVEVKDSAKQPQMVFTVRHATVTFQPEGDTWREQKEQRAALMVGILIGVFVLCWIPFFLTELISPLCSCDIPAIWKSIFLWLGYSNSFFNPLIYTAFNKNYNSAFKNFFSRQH
# Cardiac RTF inh – cardiac RTF calcium desensitization. P19429+P45379. inhibition, % at 7.15 µM. IANBD-labeled cardiac RTF, Ca2+ fluorescence. 340,000 compounds, 0.12% hits. AID 493244;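 active = inhibition above the mean inhibition of all tested compounds plus 3 SD, cut at about 17% in these data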;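 also: assay run at fixed EC70 calcium of 1.6 mM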
# C-LANA FP – KSHV C-LANA DNA binding inhibition; MBP-C-LANA/FAM-LBS DNA binding, fluorescence polarization; inhibition, % at 9 µM; 340,000 compounds, 0.078% hits; AID 504423;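 active = highest replicate inhibition at or above 60% at 9 µM, even if other replicates fall short; inactive = all replicates below 60% inhibition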;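 also: 0% = neutral control wells and 100% = 4 µM acridine orange control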
# HTR5A inv ctr – inverse agonist of human HTR5A in OPRM1-OPRD1 counter-screen | HTR5A cell line, luminescence, inverse agonism | inhibition, % at 9.3 µM | 340,000 compounds, 0.083% hits; in the data active = inhibition mostly above about 23%, no sharp cut-off; inactive = mostly below about 18%;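 also: 0% = cells with DMSO and 100% = no-cell wells with DMSO; some compounds called inactive have numbers as strong as hits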
# MOR-DOR ag – OPRM1-OPRD1 heterodimerization agonism; cells, luminescence; 340,000 compounds, 0.3% hits; P35372+P41143; activation, % at 9.3 µM; in the data active = activation above about 18%;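 also: 0% = vehicle-treated cells and 100% = reference agonist; values of inactives mirror those of a sister screen read the other way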
# CAL-PDZ inh HTS – inhibitors of human CAL PDZ peptide binding; Q9HD26; purified CAL PDZ, TMR-peptide fluorescence polarization, 1 h; inhibition, % at 24.9 µM; 300,000 compounds, 0.92% hits; AID 602252;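 active = mean inhibition of at least 30% with at least half of replicates also reaching 30%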;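 also: 0% = DMSO neutral control and 100% = excess unlabeled competitor peptide PRC23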
# Keap1-Nrf2 PPI – inhibitors of human Keap1-Nrf2 protein-protein interaction; Q14145; Keap1 Kelch-Nrf2 peptide fluorescence polarization, 1536-well; inhibition, % at 9.4 µM; 340,000 compounds, 0.15% hits; AID 504523; in the data active = inhibition above about 12%;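 also: human Keap1 Kelch domain with fluorescein labeled Nrf2 9mer peptide probe; 0% = neutral control wells and 100% = peptide positive control; higher means more block of Keap1 binding to Nrf2 peptide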
# Target sequence (Q14145 whole entry, looked up, the tested form may be a part): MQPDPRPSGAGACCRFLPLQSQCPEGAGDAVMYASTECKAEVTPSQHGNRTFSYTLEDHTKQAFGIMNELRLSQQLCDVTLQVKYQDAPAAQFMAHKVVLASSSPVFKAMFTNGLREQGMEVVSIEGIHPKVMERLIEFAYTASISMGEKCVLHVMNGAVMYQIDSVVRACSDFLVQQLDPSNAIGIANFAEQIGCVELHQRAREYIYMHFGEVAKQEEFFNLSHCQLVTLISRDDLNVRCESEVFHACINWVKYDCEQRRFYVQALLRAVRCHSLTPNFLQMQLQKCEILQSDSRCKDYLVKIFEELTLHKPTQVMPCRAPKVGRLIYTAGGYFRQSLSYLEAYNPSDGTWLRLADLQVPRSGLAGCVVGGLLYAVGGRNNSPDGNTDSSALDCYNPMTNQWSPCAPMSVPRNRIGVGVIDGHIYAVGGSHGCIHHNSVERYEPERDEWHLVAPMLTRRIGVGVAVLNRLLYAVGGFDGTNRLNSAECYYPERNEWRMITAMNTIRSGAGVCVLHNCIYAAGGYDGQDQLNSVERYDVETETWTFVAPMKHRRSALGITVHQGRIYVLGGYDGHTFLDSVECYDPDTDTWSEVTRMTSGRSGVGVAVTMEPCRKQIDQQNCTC
# V-ATPase pHluor – alters yeast V-ATPase proton transport; S. cerevisiae, pHLuorin cytosolic pH fluorescence; response, % at 10 µM; 350,000 compounds, 0.37% hits; AID 504577; in the data active = response mostly above about 7.3%, no sharp cut-off; inactive = mostly below about 5.4%; also: actives read high; inactives centre near 0; some compounds called inactive have numbers as strong as hits; reference of the scale not given here
# MOR-DOR inv ag – inverse agonists of human mu-delta opioid receptor heterodimerization. 340,000 compounds, 0.21% hits. P35372+P41143. inhibition, % at 9.3 µM. cell-based MOR-DOR heterodimer luminescence, inverse agonism. AID 504357; in the data active = inhibition above about 22%, passing the limit was not always enough;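 also: 0% = cells with DMSO and 100% = wells without cells with DMSO; values of inactives mirror those of a sister screen read the other way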
# Active calls of the source: *; nt = no result given.
SMILES,RTF Ca sens act,HTR5A ag ctr,Cardiac RTF inh,C-LANA FP,HTR5A inv ctr,MOR-DOR ag,CAL-PDZ inh HTS,Keap1-Nrf2 PPI,V-ATPase pHluor,MOR-DOR inv ag
CC(C)(C)NC(=O)CSc1nc(-c2ccccc2)c(-c2ccccc2)[nH]1,14,4,-6,-2.8,-14,5.3,nt,-6,3,-30
CCN(CCO)C(=O)CC1C(=O)NCCN1Cc1c(F)cccc1Cl (configuration not stated),1,4,-1,0.8,6,-1.5,-2,-3,0,8
CC(=O)N1CCN(CC(=O)Nc2sccc2C#N)CC1,2,-3,1,0.7,4,-0.7,2,-1,1,3
COc1cccc(C(O)CC(N)=O)c1 (configuration not stated),0,-3,-8,5.1,-7,-0.7,0,-1,6,3
Cc1cccc(C(=O)Nc2nnc(-c3ccco3)o2)c1,1,1,-1,3.3,-3,0.5,20,1,1,-3
COC(=O)c1ccc(S(=O)(=O)NCc2ccccn2)n1C,12,3,1,-0.5,-8,-0.4,-2,-5,1,2
CC(C)(C)[C@H]1C=C(C(=O)NC2CC2)O[C@@H](OCCCCO)C1,2,8,-4,-1.1,-20,-0.8,-2,-4,1,5
O=C(Cc1c(F)cccc1Cl)Nc1ccc(S(=O)(=O)N2CCOCC2)cc1,2,16,5,-0.6,-38,-1.3,nt,-3,-3,7
N#CC1(NC(=O)COC(=O)c2ccc(-c3ccc(O)cc3)cc2)CCCCC1,4,2,-1,-0.6,-6,4.7,10,0,4,-18
O=c1c2c(-c3cccs3)csc2ncn1/N=C/c1ccc(OC(F)F)cc1,-3,2,1,-1.5,-11,-2.6,-1,3,-4,14
CCCN(CCC)CCCNC(=S)Nc1ccc2nc(N3CCN(CC)CC3)cc(C)c2c1,1,2,2,-1.6,-8,-3.8,-3,-1,2,20
CN(C(=O)c1ccc(NC(=O)Cc2ccc(NC(=O)C3CCN(C(=O)CCc4ccccc4)CC3)cc2)cc1)C1CCCC1,-1,-1,-1,0.5,4,0.9,-1,-3,-3,-4
C/C(=N\NC(=O)c1nnn(-c2nonc2N)c1-c1cccs1)c1ccc(O)cc1,6,-2,1,-0.4,6,-2.8,-4,-4,6,14
CC1(C)COC(c2coc3ccccc3c2=O)OC1,-2,8,-2,0.7,-22,-1.4,1,3,-1,8
COc1ccc(-c2nnc(N(C)C(=O)c3cccnc3)s2)cc1,5,-4,1,-0.6,-10,-1.5,-3,2,0,9
O=[N+]([O-])c1ccc(O)c(N=Cc2sc3ccccc3c2O)c1,-28,-1,7,-2.6,46*,-2.6,-2,-4,-2,14
Cc1ccc2oc(C(=O)NC3CCS(=O)(=O)C3)cc(=O)c2c1 (configuration not stated),1,2,1,0.9,20,-0.9,-3,-5,-1,4
CC(C)C(C)NC(=O)COC(=O)C1CCN(S(=O)(=O)c2ccc3c(c2)OCCO3)CC1 (configuration not stated),4,2,-9,-0.4,7,-1.6,-3,-3,2,10
CCOc1ccc(-n2c(SCC(N)=O)nc3sc4c(c3c2=O)CCN(C)C4)cc1,2,0,-2,1.2,1,1.8,0,2,-1,-9
COc1ccc(NC(=O)c2cc3cc(C)ccc3n2C)c(OC)c1,-6,3,9,-1.4,-10,-1.0,-2,-2,-5,5
CCOC(=O)c1ccc(NC(=O)C(=O)NCc2ccncc2)cc1,6,-2,-7,-1.3,14,0.0,0,2,11*,0
Fc1ccc(C(c2nnnn2Cc2ccccc2)N2CCSCC2)cc1 (configuration not stated),0,-4,0,0.3,7,2.4,-2,4,-3,-14
CC#CC(=O)N1CCCC(C(=O)c2ccc(SC)cc2)C1 (configuration not stated),4,2,0,2.5,-9,-0.9,-6,0,2,5
COc1ccc(S(=O)(=O)Nc2ccccc2C(=O)N2CCCCC2)cc1C,4,-5,0,-1.7,-24,-1.4,5,-4,-1,8
Cc1ccc(N/C=C(\C#N)c2ccc(OCCCF)cc2)cc1,-5,3,3,-1.4,-15,1.0,0,-7,1,-5

# Three entries out of the list above, sorted by their value in MOR-DOR inv ag, high to low.
Structure	C-LANA FP	MOR-DOR ag	CAL-PDZ inh HTS	Keap1-Nrf2 PPI	V-ATPase pHluor	MOR-DOR inv ag
CC(C)C(C)NC(=O)COC(=O)C1CCN(S(=O)(=O)c2ccc3c(c2)OCCO3)CC1 (configuration not stated)	-0.4	-1.6	-3	-3	2	10
CC1(C)COC(c2coc3ccccc3c2=O)OC1	0.7	-1.4	1	3	-1	8
CC(=O)N1CCN(CC(=O)Nc2sccc2C#N)CC1	0.7	-0.7	2	-1	1	3

# (cont.)
SMILES,RTF Ca sens act,HTR5A ag ctr,Cardiac RTF inh,C-LANA FP,HTR5A inv ctr,MOR-DOR ag,CAL-PDZ inh HTS,Keap1-Nrf2 PPI,V-ATPase pHluor,MOR-DOR inv ag
Cc1ccc(NC(=O)CCNS(=O)(=O)c2ccc(OC(F)(F)F)cc2)c(O)c1,-2,-2,-1,-1.7,-17,-0.7,-2,-1,-3,4
Cc1c(OC(C)C(=O)NCC(O)c2ccccc2)ccc2c3c(c(=O)oc12)CCC3 (configuration not stated),-5,0,4,0.4,-8,-2.7,-3,-5,2,14
COc1ccccc1Nc1c2c(nc3ccccc13)CCC2,3,4,-8,-0.7,-15,0.4,-4,-12,-3,-2
CSCC[C@H](NC(=O)COc1cc2c(c3oc(=O)c(C)c(C)c13)CCC(C)(C)O2)C(=O)O,-1,-4,-1,0.4,14,-4.5,-10,-6,-1,20
CCCC(=O)N(Cc1cc2ccccc2[nH]c1=O)c1ccccc1OC,-10,1,-6,-1.1,-3,-2.6,-1,-2,1,14
CN(C(=O)CSc1nnc(-c2ccc(F)cc2)c2ccccc12)C1CCS(=O)(=O)C1 (configuration not stated),2,5,-4,0.6,-13,0.1,7,-3,-3,-1
Cn1c(=O)oc2cc(S(=O)(=O)NC(Cc3ccccc3)C(=O)N3CCCCC3)ccc21 (configuration not stated),-1,-3,-10,-0.3,8,-1.5,nt,0,-3,8
COc1ccc(S(=O)(=O)N2CCCCC2)cc1NC(=O)CSc1nnc(C2CC2)n1C,-7,-3,-5,1.3,9,-3.0,-5,3,-2,12
CC(C)CC(=O)NC(=S)Nc1ccc(N2CCOCC2)cc1,-1,3,-2,-0.7,1,-1.6,2,0,2,10
COc1cccc(/C=C/c2onc(C)c2S(=O)(=O)N2CCC(C(=O)NC3CCCCCC3)CC2)c1,8,2,-6,2.5,10,-1.6,-5,-4,1,9
Cn1c(N2CCOCC2)c(/C=N/OC(=O)c2cccnc2Cl)c2ccccc21,0,1,3,1.1,1,-4.3,-4,5,2,21
CCC1(c2ccccc2)NC(=O)N(CC(=O)Nc2ccc(S(=O)(=O)NC3=NCCCCC3)cc2)C1=O (configuration not stated),-1,-2,0,-0.5,31,-2.2,-11,3,-1,12
NC(=O)c1nsc(C(=O)N(c2ccc(F)cc2)C(C(=O)NCC2CCCO2)c2ccc3ncccc3c2)c1N (configuration not stated),-2,-2,1,-0.7,5,-0.2,-1,-5,0,2
COc1ccc(C)cc1NC(=O)C(=O)N1CCCC1,0,2,-10,-0.8,0,-1.1,-4,0,1,6
Cc1cccc(NC(=O)CN2CCC(C(=O)c3ccc4c(c3)OCCO4)CC2)c1,-5,-1,-18,0.4,10,1.6,-5,-4,4,-13
O=C(COC(=O)C1CCCCC1)NCc1ccc(Cl)cc1,2,-1,-3,-0.9,5,-1.5,17,-3,-2,8
CC(C)N1CC(C(=O)Nc2nc3ccccc3s2)CC1=O (configuration not stated),8,0,4,2.1,1,-1.5,-3,0,-3,9
COc1ccc(C2Nc3ccccc3C(=O)N2Cc2ccco2)cc1COc1ccccc1F (configuration not stated),7,5,-6,4.8,-13,5.0,-1,-5,1,-25
CCOC(=O)c1c(NC(C)=O)sc2c1C1CCN2CC1,-3,2,-10,-1.7,19,-1.2,-2,-1,-1,7
COc1ccc(C(=O)Nc2nnc(S(=O)(=O)N3CCCCCC3)s2)cc1OC,6,10,6,-0.4,-29,-2.9,nt,-1,-2,15
Cc1[nH]n(-c2nc(-c3cccc([N+](=O)[O-])c3)cs2)c(=O)c1C,-4,-3,-5,0.2,13,-3.6,-2,1,4,20
c1cncc(N=c2scc(-c3cccc4ccccc34)n2CCCn2ccnc2)c1,-3,-1,-9,0.9,13,1.0,-3,3,-2,-5
CS(=O)(=O)Nc1ccc(C(=O)NCc2ccccn2)cc1,-3,5,-3,0.0,-15,-2.6,3,-6,1,14
CCN(CC)c1ccc(NC(=O)CSc2nc3ccccc3c(=O)n2-c2cc(S(=O)(=O)N(C)C)ccc2C)cc1,-3,2,11,-1.2,-14,-1.3,-4,0,-1,7
COc1ccc(NC(=S)N2CCN(Cc3ccccc3)CC2)cc1,2,-1,-33,0.3,2,-1.6,-2,-2,-2,9

# Quoted at random: four compounds from above, in no set order.
SMILES,RTF Ca sens act,HTR5A ag ctr,Cardiac RTF inh,C-LANA FP,HTR5A inv ctr,MOR-DOR ag,CAL-PDZ inh HTS,Keap1-Nrf2 PPI,V-ATPase pHluor,MOR-DOR inv ag
COc1cccc(C(O)CC(N)=O)c1 (configuration not stated),0,-3,-8,5.1,-7,-0.7,0,-1,6,3
Cn1c(N2CCOCC2)c(/C=N/OC(=O)c2cccnc2Cl)c2ccccc21,0,1,3,1.1,1,-4.3,-4,5,2,21
C/C(=N\NC(=O)c1nnn(-c2nonc2N)c1-c1cccs1)c1ccc(O)cc1,6,-2,1,-0.4,6,-2.8,-4,-4,6,14
O=C(COC(=O)C1CCCCC1)NCc1ccc(Cl)cc1,2,-1,-3,-0.9,5,-1.5,17,-3,-2,8

# Later entries
SMILES,RTF Ca sens act,HTR5A ag ctr,Cardiac RTF inh,C-LANA FP,HTR5A inv ctr,MOR-DOR ag,CAL-PDZ inh HTS,Keap1-Nrf2 PPI,V-ATPase pHluor,MOR-DOR inv ag
CCN1CCCC1CNC(=O)C1c2ccccc2C(=O)N(CCOC)C1c1ccc(F)cc1 (configuration not stated),-2,10,-12,0.0,-8,-0.3,1,-1,1,2
O=C(N/N=C/c1ccc(OC(=O)c2ccccc2)cc1)c1cccc(O)c1,-2,0,0,0.3,1,1.6,-1,-2,0,-8
CCN1C(=O)/C(=C2/C=Cc3cc(C)ccc3N2CC)N(C)C1=S,-7,-4,1,1.4,-8,-2.9,-1,0,0,15
O=C(/C=C/c1ccccc1F)N1CCN(c2ccccn2)CC1,-4,4,9,0.6,2,-2.3,0,3,5,12
Cc1ccc(-n2c(C)cc(/C=N/NC(=O)c3ccc(CN4CCOCC4)cc3)c2C)cc1,3,-2,3,-0.2,17,-2.9,4,-7,6,16
COC(=O)c1cccc(NC(=S)Nc2cc(Cl)ccc2OC)c1,-2,2,0,-0.3,-6,-1.1,-4,5,1,6
